D1 agonist: activates the human D1 dopamine receptor; HEK293 T-REx D1 cells, calcium flux, agonist mode; activation, % at 2 µM; 1% of 360,000 active; in the data active means activation above about 30%; further: 0% is about no effect
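Agonism was scored from calcium flux recorded over 180 s (1 read/s) after pintool compound addition, following a 10-cycle baseline. Cells were inducible force-coupled HEK293 TREx D1, plated overnight at 30 C and loaded with no-wash calcium dye.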
D1 antag: antagonists of human D1 dopamine receptor | P21728 | 3.2% of 360,000 active | activity change, negative = inhibition, % at 10 µM | AID 504652 | HEK293 TREx D1 cells, calcium flux, dopamine EC80; active compounds read low; in the data active means activity change below about -30%; further: on the % scale 0 is the no-effect control and ±100 the full control effect
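Antagonism measured as reduced calcium response to an EC80 dopamine addition following 180 s compound pre-read; cells were inducible HEK293 Trex D1 plated overnight at 30 C, read kinetically at 1 cycle/sec.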
LDHA block: LDHA (human) enzyme inhibition; AID 1347041; 0.15% of 480,000 active; activity change, % (values are at about 110 or 230 µM); P00338; purified LDHA, NADH/diaphorase-resazurin fluorescence; active compounds read low; in the data active means activity change below about -30%; inconclusive means mostly about -25% to -30%;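 further: plate controls were DMSO wells for no effect and wells without enzyme for full effect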
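Human LDH5 at 2 nM final in Tris HCl pH 7.4 with 0.06 mM NADH and 0.2 mM pyruvate, reacted 5 minutes at room temperature. Remaining NADH coupled via diaphorase/resazurin; resorufin fluorescence read at 0 and 20 minutes, normalized to enzyme-free and DMSO wells.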
Vif-APOBEC3F blk: Vif-A3F binding inhibition; AID 602313; Potency, µM (top dose mostly 46.1 µM), for inactives: top-dose activity, negative = active; 0.2% of 390,000 active; HeLa A3F-eYFP + Vif (tagged APOBEC3F with the HIV-1 protein that degrades it), YFP fluorescence increase; further: potency means the concentration at half of the fitted maximal effect; % of control where 0% means no effect; nearly all actives have a fitted effect of over 65% in size
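HeLa cells stably expressing A3F-eYFP plus Vif, plated and incubated overnight at 37 deg C, then exposed to compounds overnight at 37 deg C. Blocked degradation read as raised yellow fluorescence (Ex 488/Em 500-530).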
Vif-A3G inh: inhibitors of Vif-APOBEC3G interaction; Q9HC16; AID 602310; Potency, µM (titrated, usually from 46.1 µM), for inactives: top-dose activity, negative = active, hits mostly inhibitors; 0.076% of 410,000 active; HeLa A3G-eYFP + Vif (tagged APOBEC3G with the HIV-1 protein that degrades it), YFP fluorescence, overnight;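 further: potency means the concentration at half of the fitted maximal effect; on the % scale 0 is the no-effect control and ±100 the full control effect; nearly all actives have a fitted effect of over 60% in size; hits raise eYFP signal because A3G escapes Vif-driven loss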
Target sequence (Q9HC16 whole entry, looked up): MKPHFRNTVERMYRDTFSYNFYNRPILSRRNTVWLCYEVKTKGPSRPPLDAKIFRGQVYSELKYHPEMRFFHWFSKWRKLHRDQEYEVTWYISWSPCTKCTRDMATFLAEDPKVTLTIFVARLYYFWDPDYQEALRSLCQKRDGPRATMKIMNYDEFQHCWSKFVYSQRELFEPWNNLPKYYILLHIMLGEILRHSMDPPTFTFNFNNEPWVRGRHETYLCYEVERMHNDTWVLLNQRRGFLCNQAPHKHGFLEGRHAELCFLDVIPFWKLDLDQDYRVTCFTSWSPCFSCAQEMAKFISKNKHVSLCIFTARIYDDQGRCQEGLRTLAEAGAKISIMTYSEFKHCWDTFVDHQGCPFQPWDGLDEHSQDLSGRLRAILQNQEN
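HeLa cells stably expressing Vif and C-terminally eYFP-tagged A3G, seeded overnight at 37 deg C, then exposed to compound by pintool overnight at 37 deg C. Rise in yellow fluorescence (Ex 488/Em 500-530, Acumen) marks blocked Vif-driven A3G degradation.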
D2 PAM: D2 dopamine receptor (human) potentiation | HEK293 T-REx D2, calcium flux, EC20 dopamine potentiation | P14416 | potentiation, % at 10 µM | 0.34% of 340,000 active | AID 485347;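 active means potentiation over 3 SD above the plate norm, cut at about 30% in these data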; further: 0% is about no effect
Target sequence (P14416 whole entry, looked up): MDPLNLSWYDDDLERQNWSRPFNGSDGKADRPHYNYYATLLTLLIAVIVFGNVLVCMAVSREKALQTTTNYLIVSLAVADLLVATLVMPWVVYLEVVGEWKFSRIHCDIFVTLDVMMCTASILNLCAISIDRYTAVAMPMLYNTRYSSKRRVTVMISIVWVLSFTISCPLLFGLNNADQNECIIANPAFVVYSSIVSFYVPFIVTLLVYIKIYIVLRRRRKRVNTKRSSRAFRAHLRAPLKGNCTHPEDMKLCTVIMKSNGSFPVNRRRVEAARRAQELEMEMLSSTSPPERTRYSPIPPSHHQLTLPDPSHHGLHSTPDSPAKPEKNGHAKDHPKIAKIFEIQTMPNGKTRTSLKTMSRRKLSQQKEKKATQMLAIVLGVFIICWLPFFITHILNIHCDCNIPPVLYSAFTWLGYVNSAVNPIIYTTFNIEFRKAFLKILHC
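Tetracycline-induced Hek293 Trex D2 cells, force-coupled to calcium, loaded with no-wash calcium dye. Compound added with 180 s kinetic read for agonism, then EC20 dopamine and a further 180 s read for potentiation.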
D1 PAM: enhances dopamine response at the human D1 receptor; 0.036% of 360,000 active; P21728; HEK293 TREx D1 cells, calcium flux, dopamine EC20 potentiation; potentiation, % at 10 µM; in the data active means potentiation above about 30%; further: 0% is about no effect
Glioma ERSR ind: ER stress response induction in glioma; U87-MG GRP78 promoter luciferase reporter, 16 h; Potency, µM, inactives show at the highest dose activation, most hits filed as activators; 0.02% of 420,000 active; further: potency means the concentration at half of the fitted maximal effect; series mostly up to about 76 µM; % of control where 0% means no effect; nearly all actives have a fitted effect of over 35% in size
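ERSR induction read as luciferase luminescence (Bright-Glo, 10 min at room temperature) in stably transfected human U87-MG glioma cells exposed to compounds for 16 h, using GRP78 as sensor.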
RXFP1 agonist: RXFP1 (human) receptor agonism | Q9HBX9 | HEK293T-RXFP1 cAMP TR-FRET, 30 min; response scale: percent of porcine relaxin response, buffer zero | Potency, µM (doses to about 57.5 µM), for inactives: at the highest dose activation, actives largely listed as activators | 0.3% of 370,000 active; further: potency means the concentration at half of the fitted maximal effect; on the % scale 0 is the no-effect control and ±100 the full control effect; nearly all actives have a fitted effect of over 60% in size; many of its hits are not listed in these tables
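HEK293T cells stably expressing RXFP1 were pretreated with the PDE4 inhibitor Ro 20174, exposed to compounds for 30 min at 37C, lysed, and cAMP was read by TR-FRET. Data normalized to buffer (basal) and 29 nM porcine relaxin (100%).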
The depositor's hits bear a star; & = joins results of further samples. Unless noted, the call rests on the fitted dose curve; in most records, active means well fitted curve in the direction sought with a large enough effect; inconclusive means small, poorly fitted or top-dose-only effect, or another doubt; inactive means no such curve, though single readings can be large; an effect the other way counts as inactive or inconclusive.

Results for CCOC(=O)N1CCN(C(=O)CSc2nnc(-c3cc(OC)cc(OC)c3)o2)CC1 ?
D1 agonist: -0.2; D1 antag: 11.8; LDHA block: 0.0; Vif-APOBEC3F blk: -1.4%; Vif-A3G inh: -4.6%; D1 PAM: 2.1; Glioma ERSR ind: 3.0%; RXFP1 agonist: 0.2%

Results for COc1cccc(N2CCN(S(=O)(=O)c3ccc(-c4cnc(C5CC5)o4)cc3)CC2)c1 ?
D1 agonist: 3.8&1.7; D1 antag: 6.2&-0.4; LDHA block: -15.7&-8.1; Vif-APOBEC3F blk: -3.9%&-29.5%; Vif-A3G inh: -6.0%&1.8%; D2 PAM: 1.9&0.7; D1 PAM: -3.7&-0.2; Glioma ERSR ind: 1.6%&-1.4%; RXFP1 agonist: 0.6%&0.1%

How did N#Cc1cc2c(cc1NC(=O)CCn1cnnn1)OCO2 do in these assays?
D1 agonist: 2.4; D1 antag: 6.5; LDHA block: -15.1; Vif-APOBEC3F blk: -0.3%; Vif-A3G inh: -3.5%; D2 PAM: -10.1; D1 PAM: -5.5; Glioma ERSR ind: -4.1%; RXFP1 agonist: -1.3%

Results for CCC(=O)N1c2ccccc2CC1C(=O)NCCN1CCN(c2cccc(C)c2C)CC1 (centres undefined) ?
D1 agonist: 1.8; D1 antag: -7.9; LDHA block: -2.6; Vif-APOBEC3F blk: 2.7%; Vif-A3G inh: -0.5%; D2 PAM: -24.7; D1 PAM: -0.6; Glioma ERSR ind: -3.4%; RXFP1 agonist: -1.5%

How did CCc1cccc(NC(=O)CN(C)S(=O)(=O)c2cccc3cccnc23)c1 do in these assays?
D1 agonist: 4.0&1.6; D1 antag: -4.1&-9.4; LDHA block: -3.1&-5.7; Vif-APOBEC3F blk: 7.9%&-9.4%; Vif-A3G inh: 5.8%&-1.3%; D2 PAM: -6.9&-5.0; D1 PAM: 2.7&-6.3; Glioma ERSR ind: 2.2%&-2.0%; RXFP1 agonist: 7.1%&1.9%

Results for O=C(/C=C/c1ccccc1Cl)c1cccnc1 ?
D1 agonist: 0.2; D1 antag: -21.7; LDHA block: 2.2; Vif-A3G inh: inconclusive; D2 PAM: -0.7; D1 PAM: -1.6; Glioma ERSR ind: -4.0%; RXFP1 agonist: 2.0%

What do the screens show for `Cn1cccc/c1=N\c1cccc[n+]1C`?
D1 agonist: 0.5; D1 antag: 17.2; LDHA block: inconclusive; Vif-APOBEC3F blk: 0.6%; Vif-A3G inh: 0.3%; D2 PAM: -3.9; D1 PAM: 8.3; Glioma ERSR ind: -1.3%; RXFP1 agonist: -3.4%

What do the screens show for `COc1ccc(CNC(=S)NCc2ccc(F)cc2)cc1OC`?
D1 agonist: 8.6; D1 antag: -9.1; LDHA block: -1.0; Vif-APOBEC3F blk: 0.4%; Vif-A3G inh: 4.5%; D2 PAM: 9.4; D1 PAM: -5.5; Glioma ERSR ind: -5.9%; RXFP1 agonist: -1.5%

How did COC(=O)c1ccc(NC(=O)C(=O)c2c[nH]c3ccccc23)cc1 do in these assays?
D1 agonist: -1.4; D1 antag: -6.8; LDHA block: -3.1; Vif-APOBEC3F blk: -1.5%; Vif-A3G inh: 3.8%; D2 PAM: 3.9; D1 PAM: -8.3; Glioma ERSR ind: 5.3%; RXFP1 agonist: 0.3%

How did O=c1c2ccccc2n2c(-c3ccc(Cl)cc3)nnc2n1CCc1ccccc1 do in these assays?
D1 agonist: 3.5; D1 antag: 3.1; LDHA block: -1.0; Vif-APOBEC3F blk: 4.1%; Vif-A3G inh: -0.9%; D2 PAM: 13.0; D1 PAM: -1.7; Glioma ERSR ind: 0.7%; RXFP1 agonist: -0.2%

How did Cc1cccc(Nc2nnc(-c3ccc(C)c(S(=O)(=O)N4CCCCC4)c3)c3ccccc23)c1 do in these assays?
D1 agonist: -1.4; D1 antag: 5.4; LDHA block: -5.7; Vif-APOBEC3F blk: -3.2%; Vif-A3G inh: 6.7%; D2 PAM: -6.4; D1 PAM: 1.9; Glioma ERSR ind: -1.2%; RXFP1 agonist: 4.7%

Results for NNC(=O)Cn1c(SCc2ccccc2)nc2ccccc21 ?
D1 agonist: 0.9; D1 antag: -8.5; LDHA block: -0.1&0.3; Vif-APOBEC3F blk: -2.2%; Vif-A3G inh: -1.3%&0.1%; D2 PAM: 21.4; D1 PAM: -1.2; Glioma ERSR ind: 3.8%&-3.1%; RXFP1 agonist: 1.0%

What do the screens show for `CCCCCn1c(=O)[nH]c2cc(C(=O)Nc3ccc(F)c(F)c3)ccc2c1=O`?
D1 agonist: 0.9; D1 antag: 6.6; LDHA block: 0.3; Vif-APOBEC3F blk: -7.2%; Vif-A3G inh: 2.7%; D2 PAM: 19.8; D1 PAM: 0.7; Glioma ERSR ind: -4.0%; RXFP1 agonist: 14.7%

What do the screens show for `O=C(OCc1c(-c2ccccc2)ncc2ccccc12)c1cccs1`?
LDHA block: -3.1; Vif-APOBEC3F blk: 0.7%; Vif-A3G inh: -8.3%; Glioma ERSR ind: -0.4%

Results for CCCC(C(=O)NC1CCCCC1)N(Cc1ccco1)C(=O)CNS(=O)(=O)c1ccccc1 (centres undefined) ?
D1 agonist: 1.8; D1 antag: 11.5; LDHA block: -5.8; Vif-APOBEC3F blk: -0.1%; Vif-A3G inh: -0.5%; D2 PAM: 0.5; D1 PAM: -1.8; Glioma ERSR ind: 0.3%; RXFP1 agonist: 0.3%

How did CC(=O)O[C@H]1CC[C@]2(C)[C@H]3CC=C4[C@@H]5[C@@H](C)[C@H](C)CC[C@]5(C(=O)O)CC[C@@]4(C)[C@]3(C)CC[C@H]2C1(C)C do in these assays?
D1 agonist: -0.8; D1 antag: 12.2; D2 PAM: -11.1; D1 PAM: 4.6; RXFP1 agonist: 0.0%

What do the screens show for `Cc1cc(C(=O)NC2CCCc3c2cnn3-c2ccc(C)c(C)c2)nc(C)n1` (centres undefined)?
D1 agonist: 6.6; D1 antag: -13.6; LDHA block: -0.9; Vif-APOBEC3F blk: -12.6%; Vif-A3G inh: 2.1%; D2 PAM: 9.5; D1 PAM: -8.2; Glioma ERSR ind: -5.1%; RXFP1 agonist: 0.5%

What do the screens show for `Cc1ccc(SCC(=O)NC(=O)NCc2ccco2)c(C)c1`?
D1 agonist: 2.8; D1 antag: 1.7; LDHA block: -1.7; Vif-APOBEC3F blk: 5.4%; Vif-A3G inh: -5.8%; D2 PAM: -2.5; D1 PAM: 0.8; Glioma ERSR ind: -4.8%; RXFP1 agonist: 6.4%

Results for CC(O)CNc1nc2c(c(=O)n(Cc3ccc(Cl)c(Cl)c3)c(=O)n2C)n1C (centres undefined) ?
D1 agonist: 1.0; D1 antag: 7.3; LDHA block: 0.5&-4.1; Vif-APOBEC3F blk: 4.9%; Vif-A3G inh: -8.0%; D2 PAM: -2.9; D1 PAM: -8.3; Glioma ERSR ind: -5.0%; RXFP1 agonist: -1.1%

What do the screens show for `COc1cc(Nc2nc(SCc3cccc(Cl)c3)nc3ccccc23)cc(OC)c1`?
D1 agonist: 6.0; D1 antag: 14.5; LDHA block: 2.1; Vif-APOBEC3F blk: -15.8%; Vif-A3G inh: 6.8%; D2 PAM: -3.8; D1 PAM: -0.7; Glioma ERSR ind: -3.5%; RXFP1 agonist: 4.2%

What do the screens show for `O=S(=O)(NCCN1CCOCC1)c1ccc2c(c1)OCCO2`?
D1 agonist: 0.2; D1 antag: 3.0; LDHA block: -3.1; Vif-APOBEC3F blk: -3.6%; Vif-A3G inh: -5.8%; D2 PAM: 7.8; D1 PAM: -2.6; Glioma ERSR ind: -2.3%; RXFP1 agonist: 0.3%

Results for O=C(CCCOc1ccc(Cl)cc1Cl)NCCc1ccccn1 ?
D1 agonist: 4.0; D1 antag: -5.8; LDHA block: -3.1; Vif-APOBEC3F blk: -17.9%; Vif-A3G inh: 1.6%; D2 PAM: -5.4; D1 PAM: -5.5; Glioma ERSR ind: -8.6%; RXFP1 agonist: 1.1%

How did O=C(CCN1CCOCC1)Nc1c(-c2ccccc2)c2cc(Br)ccc2[nH]c1=O do in these assays?
D1 agonist: 3.7; D1 antag: -10.4; LDHA block: 0.2; Vif-APOBEC3F blk: 1.7%; Vif-A3G inh: 0.8%; D2 PAM: 10.4; D1 PAM: -5.9; Glioma ERSR ind: -1.9%; RXFP1 agonist: -0.5%

How did CCOc1ccc(C(=O)NCC(c2cccs2)N(C)C)cc1OCC (centres undefined) do in these assays?
D1 agonist: -1.1; D1 antag: 12.1; LDHA block: -4.3; Vif-APOBEC3F blk: 4.5%; Vif-A3G inh: 1.2%; D2 PAM: -27.6; D1 PAM: -7.3; Glioma ERSR ind: -2.9%; RXFP1 agonist: 2.0%

How did Cc1cc(C(=O)COc2cccnc2[N+](=O)[O-])c(C)n1Cc1ccco1 do in these assays?
D1 agonist: 2.1; D1 antag: 1.5; LDHA block: -1.3; Vif-APOBEC3F blk: 11.8%; Vif-A3G inh: -20.8%; D2 PAM: -9.9; D1 PAM: 2.5; Glioma ERSR ind: 0.1%; RXFP1 agonist: -0.2%

Results for Cc1nn(CC(=O)NCCCN2CCCC2=O)c(C)c1[N+](=O)[O-] ?
LDHA block: -1.8; Vif-APOBEC3F blk: -23.4%; Vif-A3G inh: -4.8%; Glioma ERSR ind: -4.1%

How did CN(C(=O)COC(=O)c1ccccc1NCc1ccco1)c1c(N)n(Cc2ccccc2)c(=O)[nH]c1=O do in these assays?
D1 agonist: -0.5; D1 antag: -18.9; LDHA block: -1.1; Vif-APOBEC3F blk: -2.6%; Vif-A3G inh: -6.9%; D2 PAM: 5.3; D1 PAM: 5.3; Glioma ERSR ind: -4.8%; RXFP1 agonist: 1.5%

Bioassay records as filed in PubChem BioAssay.

An excerpt; rates above refer to the full screens.
